# From PubChem
# Xi reactivation: X-chromosome reactivation activator | XiGFP mouse fibroblasts, % GFP-positive cells imaging, 3 d; cells co-treated with 5-aza-dC sensitizer; scaled so ellipticine positive control = 100% | activation, % at 7.58 µM | 360,000 compounds, 0.055% hits;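 active = mean normalized replicate activation at least 10% and every replicate at or above 10%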;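 also: 0% = median of on-plate neutral control wells and 100% = ellipticine 6 µM median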
#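 System: SV40-immortalized XiGFP fibroblast cells, line 68-5-11 / Incubation: 3-day compound exposure, then 15 min fixation at room temperature / Compound: single concentration per compound, delivered by pin transfer / Buffer or medium: DMEM plus 5-aza-dC sensitizer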
# S100A4 inh HTS: inhibitors of human S100A4 binding to myosin IIA peptide | 360,000 compounds, 0.14% hits | S100A4/TAMRA-MyoIIA peptide fluorescence polarization | inhibition, % at 10.7 µM | AID 652163 | P26447;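 active = mean inhibition of at least 70% across replicates, with every replicate also reaching that level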
# Target sequence (P26447 whole entry, looked up): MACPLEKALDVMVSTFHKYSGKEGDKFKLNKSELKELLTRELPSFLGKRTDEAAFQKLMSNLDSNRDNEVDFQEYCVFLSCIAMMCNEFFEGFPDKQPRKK
#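 Test system – S100A4 monomer (human) · Compound – single-point compound testing · Schedule – 5 min incubation before reading · Probe or stimulus – TAMRA-labelled myosin IIA heavy-chain peptide probe, 5 nM · Benchmarks – neutral control DMSO, positive control TFP · Medium – Calcium-containing HEPES buffer, pH 7.2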
# RAD52 anneal inh: RAD52 (human) annealing inhibition; P43351; recombinant RAD52 DNA annealing, FRET fluorescence; inhibition, % at 18.7 µM; 360,000 compounds, 0.46% hits; AID 651710;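 active = every replicate showing at least 50% inhibition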
# RAD54 inh: inhibitors of human RAD54 branch migration. Q92698. RAD54 Holliday junction branch migration, FAM/BHQ fluorescence. inhibition, % at 10.4 µM. 360,000 compounds, 0.14% hits. AID 602329;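 active = mean normalized replicate activity at least 40 and at least half of replicates scoring 40 or more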;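 also: 0% = median of neutral control wells and 100% = median of positive control wells; inhibitors cause a drop in the FAM fluorescence signal; in these data hits start at about 50%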
# Target sequence (Q92698 whole entry, looked up): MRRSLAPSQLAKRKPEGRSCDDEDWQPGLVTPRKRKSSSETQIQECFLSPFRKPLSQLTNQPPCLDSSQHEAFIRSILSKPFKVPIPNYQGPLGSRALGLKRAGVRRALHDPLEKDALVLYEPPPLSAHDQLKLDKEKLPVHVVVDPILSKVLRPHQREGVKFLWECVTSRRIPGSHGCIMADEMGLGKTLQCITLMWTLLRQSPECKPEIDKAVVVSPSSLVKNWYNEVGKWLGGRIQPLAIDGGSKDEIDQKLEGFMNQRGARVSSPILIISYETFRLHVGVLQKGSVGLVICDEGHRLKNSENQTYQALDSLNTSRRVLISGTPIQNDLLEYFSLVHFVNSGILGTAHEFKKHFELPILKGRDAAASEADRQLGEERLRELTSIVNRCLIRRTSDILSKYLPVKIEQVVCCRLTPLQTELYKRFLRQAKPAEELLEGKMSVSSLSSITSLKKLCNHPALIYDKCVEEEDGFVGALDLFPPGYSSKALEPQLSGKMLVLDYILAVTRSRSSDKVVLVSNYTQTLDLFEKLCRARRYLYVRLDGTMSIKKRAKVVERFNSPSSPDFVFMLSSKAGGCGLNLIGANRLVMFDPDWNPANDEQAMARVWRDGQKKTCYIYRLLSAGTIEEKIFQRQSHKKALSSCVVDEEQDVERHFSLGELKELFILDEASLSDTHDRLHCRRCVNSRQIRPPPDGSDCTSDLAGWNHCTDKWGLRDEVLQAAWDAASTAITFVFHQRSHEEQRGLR
# esBAF inh: blocks esBAF chromatin remodeling in mouse ES cells | Bmi1-luciferase knock-in reporter, 24 h; 100% = twice the neutral-well signal | 350,000 compounds, 2% hits | reporter increase, % at 12.5 µM; in the data active = activation above about 40%;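 also: 0% = median of the plate's neutral control wells and 100% = double that signal; a rise in the Bmi1 reporter signal indicates esBAF inhibition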
# ERp5 inh: ERp5 (human) disulfide isomerase inhibition | ERp5 insulin aggregation, absorbance 650 nm, 90 min | inhibition, % at 9.99 µM | 350,000 compounds, 0.05% hits | AID 651711;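 active = mean replicate inhibition above about 25%, with every replicate also reaching it, limit read from the data, passing the limit was not always enough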
# E-selectin induc: induces E-selectin expression in human endothelial cells. 260,000 compounds, 0.37% hits. activation, % at 7.58 µM. P16581. HUVEC E-selectin immunofluorescence imaging; normalized: neutral wells 0, TNF-alpha wells 100. AID 686992;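 active = mean E-selectin-positive cell signal at least 10% of the positive control, reached in at least 60% of replicates, without over 20% cell loss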;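 also: in these data hits start at about 27%; measured in HUVEC primary endothelial cells; signal is the percent of cells scored E-selectin positive by PE staining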
#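 Assay system: HUVEC, human umbilical vein endothelial cells / Amount: 3,000 HUVEC/well / Controls: TNF-alpha positive control, DMSO neutral control / Compound dosing: single concentration / Medium: EGM-2 over gelatin coat / Evaluation: percent E-selectin-positive cells / Signal: immunofluorescence imaging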
# ERAP1 inh: blocks human ERAP1 aminopeptidase activity. Q9NZ08. recombinant ERAP1, Leu-AMC fluorescence, 60 min. inhibition, % at 10.7 µM. 340,000 compounds, 0.15% hits. AID 652197;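 active = mean replicate inhibition of at least 30%, or all replicates individually reaching that 30% level; inactive = mean below 30% and not every replicate reaching it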;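 also: 0% = neutral control wells and 100% = L-leucinethiol positive control wells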
# * marks the source's active call; other numbers are inactive results; / = not tested or not shown; & = joins results of further samples. Not a hit list; overall some 2.5% were active at least once.
item	mol	RAD54 inh	ERAP1 inh	esBAF inh	S100A4 inh HTS	Xi reactivation	RAD52 anneal inh	E-selectin induc	ERp5 inh
1	Cc1noc(C)c1S(=O)(=O)Nc1ccc2c(c1)C(=O)N([C@H](C)CO)C[C@@H](C)[C@@H](CN(C)C(=O)CCC(F)(F)F)OCCCC[C@@H](C)O2	-10	-6	0	-10	-0.1	-3	-0.1	0
2	O=C(CN1C(=O)CCSc2ccc(S(=O)(=O)N3CCCC3)cc21)Nc1ccccc1	-14	1	8	5	1.1	-19	0.2	3
3	CC1(C(=O)NCc2ccc3c(c2)OCO3)CCN1CCc1ccccc1 (configuration not stated)	-14	-2	2	-10	0.1	-20	-0.2	0
4	C[C@@H]1CN([C@@H](C)CO)C(=O)c2cc(NS(=O)(=O)c3ccc(Cl)cc3)ccc2O[C@@H]1CN(C)CC1CC1	3	2	-4	-12	0.3	3	-0.4	-1
5	O=C(COC(=O)c1ccc(O)cc1)Nc1ccccc1	6	1	3	-4	0.4	-12	1.2	1
6	CN1C[C@@H]2[C@@H]3C(=O)N(C)C(=O)[C@@H]3[C@](Cc3ccccc3)(C1=O)N2C(=O)c1ccccc1	7	-3	-4	-3	0.0	-17	0.0	-1
7	CCNC(=O)C1(C)CCCN(Cc2ccc(-c3ccccn3)cc2)C1 (configuration not stated)	6	-5	4	-3	0.0	-3	/	2
8	CO[C@H]1CN(C)C(=O)c2ccc(NC(=O)Nc3c(C)noc3C)cc2OC[C@@H](C)N(CC2CC2)C[C@H]1C	-10	-10	-10	-6	0.0	19	0.0	-2
9	CN1CCCCCC1=Nc1ccc([N+](=O)[O-])cc1	-5	/	/	-6	0.1	1	0.7	0
10	Cc1c(C(=O)N2CCN(C/C=C/c3ccccc3)CC2)oc2c(F)cccc12	-5	0	-2	-33	0.0	-53	-0.3	5
11	O=C(CN1C(=O)NC2(CCCCC2)C1=O)N1CCN(S(=O)(=O)/C=C/c2ccccc2)CC1	/	3	/	0	0.0	-3	1.4	-2
12	O=C(Cc1nnc(NC(=O)Nc2ccccc2F)s1)NCc1ccccc1	1	3	/	-3	0.2	-43	0.0	-1
13	CN(C)CC(=O)N[C@@H]1CC[C@H](CCNC(=O)C2CC2)O[C@H]1CO	/	2	/	8	-0.3	-13	-0.2	7
14	O=C(C[C@@H]1CC[C@H]2[C@@H](COC[C@H](O)CN2C(=O)Nc2ccc(Cl)cc2)O1)NCCc1ccncc1	-8	-4	5	-1	-0.1	-4	-0.1	2
15	C[C@@H]1CN([C@@H](C)CO)C(=O)c2cccc(NC(=O)c3cnccn3)c2O[C@H]1CN(C)Cc1ccc(-c2ccccc2)cc1	4	-1	6	-1	-0.2	-62	-3.5	-4
16	O=C(CN1CCCc2ccccc21)NC(=O)NC1CCCCC1	/	4	/	3	0.2	-24	0.0	-2
17	C[C@H]1CN([C@@H](C)CO)C(=O)Cc2cc(NS(=O)(=O)c3ccccc3)ccc2O[C@H]1CN(C)C(=O)NC1CCCCC1	-2	-5	-4	-27	-0.9	0	0.2	3
18	CCOC(=O)c1sc2nc(C)nc(SCC(=O)NC(C)CCc3ccccc3)c2c1C (configuration not stated)	/	2	/	1	0.0	-34	/	3
19	Cc1cc(NC(=O)c2ccccc2)ccc1NC(=O)Cc1ccccc1	3	-1	14	1	-0.1	-5	/	1
20	C[C@@H](NC(=O)C[C@@H]1C[C@@H]2c3cc(NC(=O)Nc4ccccc4F)ccc3O[C@@H]2[C@@H](CO)O1)c1ccccc1	5	0	-1	4	0.2	-17	11	-1
21	CCCCn1c(NCc2cccs2)nc2ccccc21	/	-4	/	-6	0.6	-15	/	2
22	CCOC(=O)c1oc2ccccc2c1NC(=O)c1ccc(S(=O)(=O)N2CCCC2)cc1	7	1	2	2	/	-7	/	-3
23	CC1CCN(CCCCOc2ccccc2Br)CC1	/	-1	/	-7	-0.1	-6	5.8	-4
24	Cc1cc(=O)n2nc(N3CCCC(C(=O)NCc4cccc(Cl)c4)C3)sc2n1 (configuration not stated)	-4	0	-4	0	0.1	-12	-1.0	-8
25	CC(=O)c1ccc(OCCCC(=O)OCC(=O)Nc2ccc3[nH]c(=O)[nH]c3c2)cc1	/	2	-8	0	0.2	16	0.3	4
26	C[C@H]1CN([C@@H](C)CO)C(=O)Cc2cc(NC(=O)Nc3ccc(F)cc3)ccc2O[C@@H]1CN(C)Cc1ccc(C(=O)Nc2ccccc2N)cc1	/	3	/	-5	-0.5	-5	0.2	4
27	O=C(CN1CCOCC1)NCC[C@@H]1CC[C@H](NC(=O)Nc2ccccc2)[C@@H](CO)O1	8	1	-4	5	0.0	-7	0.5	2
28	COc1ccccc1NC(=O)N[C@H]1C=C[C@@H](CC(=O)NCc2ccc(Cl)c(Cl)c2)O[C@H]1CO	0	-4	2	-1	0.6	13	-0.3	-2
29	CCC1=C(OC(=O)N(CC)CC)N2C(=O)OC(=NCC(=O)OC)[C@]2(Cc2ccccc2)[C@H]2C1=CC[C@H]1C(=O)N(c3ccccc3)C(=O)[C@H]12	-14	2	9	-5	0.0	-31	-0.1	-10
30	CCCCS(=O)(=O)N1CCCC(C(=O)NCC2CCCO2)C1 (configuration not stated)	3	0	-7	1	-0.1	-13	/	1
31	CCc1nc2ccc(C(=O)N(C)CCN(C)C)cn2c1N(C)Cc1cc2ccccc2s1	20	-1	3	1	0.0	7	/	-7
32	CCS(=O)(=O)c1nnnn1-c1ccccc1S(C)(=O)=O	4	1	36	0	/	-10	/	-2
33	COCCNC(=S)N/N=C/c1ccc(N2CCOCC2)cc1	8	4	9	-3	2.3	-3	-1.1	4
34	COc1cc(CO)cc(I)c1O[C@H]1C=C(C(=O)NCCO)C[C@@H](NCc2ccccc2F)[C@@H]1O	3	-1	/	23	/	6	/	5
35	COCC(=O)Nc1ccc2c(c1)[C@H]1C[C@@H](CC(=O)N[C@@H](C)c3ccccc3)O[C@@H](CO)[C@H]1O2	3	-2	2	-14	0.0	-1	1.0	0
36	Nn1c(SCC(=O)NCCC2=CCCCC2)nnc1C(F)(F)F	/	7	/	-4	/	4	/	0
37	O=C(CCn1c(=O)[nH]c2ccccc2c1=O)N1CC=C(c2ccccc2)CC1	0	0	0	1	0.0	-4	0.6	-1
38	CCc1noc(C)c1C(=O)Nc1cccc2ncccc12	-8	12	/	4	0.0	-6	-0.8	1
39	O=C1c2ccccc2C(=O)C1c1ccccn1	/	-4	/	-2	-0.2	-13	/	-1
40	CN1CC(C(=O)O)Cc2c1ccc1ccccc21 (configuration not stated)	/	10	-6	-1	0.5	-11	/	8
41	CCOC(=O)c1[nH]c2cc3c(cc2c1NC(=O)CN1CCN(CCO)CC1)OCO3	-2	-6	-5	0	0.1	8	/	1
42	CCC(=O)N1[C@@H](CO)[C@@H](c2ccc(-c3cccc(F)c3)cc2)[C@@H]1CN(C)C(C)=O	3	0	-5	1	0.0	-37	0.4	11
43	CCOc1ccc(-c2noc(-c3csc([C@@H]4C[C@H](O)[C@@H](CO)O4)n3)n2)cc1	5	-2	81*	-10	0.1	-14	-0.2	5
44	c1ccc(C(c2ccccc2)c2noc(CN3CCN(C4CCCC4)CC3)n2)cc1	/	-3	/	-4	0.7	0	0.3	4
45	O=C(Cn1c(=O)sc2ccccc21)NCc1ccccn1	-7	1	12	1	0.2	-2	0.0	3
46	COc1ccc(S(=O)(=O)Nc2cccc3c2O[C@H](CN(C)C(=O)NC2CCCCC2)[C@H](C)CN([C@@H](C)CO)C3=O)cc1	-13	-2	6	8	0.0	-28	-0.1	-2
47	O=C(NCCN1CCC(n2c(=O)[nH]c3ccccc32)CC1)c1ccc(F)cc1	/	-3	/	-4	0.0	-4	-0.1	2
48	COc1ccccc1CNC(=O)C(=O)NCCC1CCCCN1S(=O)(=O)c1ccc(C)cc1 (configuration not stated)	/	0	-4	-6	0.0	-14	-0.2	0
49	O=C(c1cccc2ccccc12)N1CCCCC1	10	7	3	-3	0.0	6	0.0	3
50	CO[C@@H]1CN(C)C(=O)c2cc(NS(C)(=O)=O)ccc2OC[C@@H](C)N(Cc2cncnc2)C[C@@H]1C	-6	/	8	17	0.4	-4	-0.3	10
51	CCC1CCCCN1C(=O)COC(=O)c1cccs1 (configuration not stated)	-1	1	5	0	-0.1	-7	/	-15
52	CC(C)NC(=O)N(C)C[C@@H]1Oc2cc(C#CC3CC3)ccc2S(=O)(=O)N([C@@H](C)CO)C[C@H]1C	-13	-4	-3	-13	0.4	2	-0.2	4
53	C[C@H](CO)N1C[C@H](C)[C@@H](CN(C)C(=O)c2ccccc2)OCCCC[C@H](C)Oc2ccc(NC(=O)Nc3ccc(C(F)(F)F)cc3)cc2C1=O	5	1	2	-3	-0.1	-3	-0.1	0
54	COc1ccc(S(=O)(=O)N(C)C[C@@H]2Oc3ccc(NS(C)(=O)=O)cc3C(=O)N([C@H](C)CO)C[C@@H]2C)cc1	-6	1	-3	-4	-1.5	5	-3.8	-8
55	Cc1cccc(C(=O)c2cn[nH]c2-c2ccccc2O)c1	-5	1	0	8	-0.1	11	0.0	-4
56	Cc1ccccc1S(=O)(=O)N1CC(=O)N2[C@H](CO)[C@@H](c3ccc(C#CCC(C)C)cc3)[C@@H]2C1	/	0	/	-6	0.1	-9	-0.2	-6
57	CC(C)NC(=O)Nc1ccc2c(c1)C(=O)N([C@H](C)CO)C[C@@H](C)[C@@H](CN(C)S(=O)(=O)c1cccs1)OCCCC[C@@H](C)O2	0	0	-4	5	0.1	-42	/	0
58	CCCCn1c(N)c(N(CCOC)C(=O)C(C)N2C(=O)c3ccccc3C2=O)c(=O)[nH]c1=O (configuration not stated)	3	2	/	1	0.1	-5	/	1
59	C[C@H](CO)N1C[C@H](C)[C@H](CN(C)C)Oc2ncc(C#CCN(C)C)cc2C1=O	10&-6	1&2	0&-2	1&-6	-0.7	-15&-9	0.3	0&-2
60	COC(=O)c1ccc(-c2nc(-c3cccs3)no2)cc1	0	1	-74	-4	-0.1	-6	0.3	0

# Part of the list above, set out differently:
37: O=C(CCn1c(=O)[nH]c2ccccc2c1=O)N1CC=C(c2ccccc2)CC1
38: CCc1noc(C)c1C(=O)Nc1cccc2ncccc12

assay / entry,37,38
RAD54 inh,0,-8
ERAP1 inh,0,12
esBAF inh,0,/
S100A4 inh HTS,1,4
Xi reactivation,0.0,0.0
RAD52 anneal inh,-4,-6
E-selectin induc,0.6,-0.8
ERp5 inh,-1,1

# Next entries follow.
item	mol	RAD54 inh	ERAP1 inh	esBAF inh	S100A4 inh HTS	Xi reactivation	RAD52 anneal inh	E-selectin induc	ERp5 inh
61	CC(C)N(Cc1nc(-c2ccc(Cl)cc2)no1)C(=O)CCC1CCCC1	1	-5	-6	-3	-0.1	-3	0.0	11
62	CCCCCCCC(=O)N/N=C(\C)c1ccc(O)cc1O	/	-1	/	4	0.4	-22	0.0	-2
63	COc1ccc([N+](=O)[O-])cc1NC(=O)c1ccc(N(Cc2ccccc2Cl)S(C)(=O)=O)cc1	1	/	-2	/	0.3	/	-0.1	/
64	O=C(CCN1CCOCC1)N/N=C/c1cc([N+](=O)[O-])ccc1OC(F)F	-4	-4	-10	-5	0.0	6	/	-1
65	O=C(CN1C(=O)C2C3C=CC(C4CC34)C2C1=O)NCc1ccco1 (configuration not stated)	4	-1	-1	7	0.0	-12	/	0
66	CC(C)CCn1nnnc1CN1CCN(C(=O)c2ccco2)CC1	-17	-3	8	-1	0.0	3	0.2	0
